LGR2 antag: inhibitors of bursicon-induced Drosophila LGR2 receptor cAMP signaling; HEK293 LGR2, CRE-luciferase, bursicon-stimulated, 4 h; inhibition, % at 9.99 µM; hit rate 0.35% among 380,000;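 active = drop in luminescence signal, shown as inhibition above about 50% in the replicate tests, limit read from the data, passing the limit was not always enough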;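 note: agonist challenge used bursicon conditioned medium at about half maximal strength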
esBAF inh: SWI/SNF esBAF complex inhibition | AID 602393 | hit rate 2% among 350,000 | reporter increase, % at 12.5 µM | mouse ES cells, Bmi1-luciferase knock-in reporter, 24 h; 100% = twice the neutral-well signal; in the data active = activation above about 40%;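 note: 0% = median of the plate's neutral control wells and 100% = double that signal; a rise in the Bmi1 reporter signal indicates esBAF inhibition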
C2C12 statin: protects C2C12 myotubes from simvastatin toxicity; ATP luminescence, 48 h; scaled: DMSO 0, geranylgeraniol control 100; hit rate 0.78% among 330,000; rescue of ATP level, % at 7.49 µM;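 active = mean ATP rescue above about 67%, or every replicate alone reaching that limit, limit read from the data, passing the limit was not always enough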;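 note: myotubes were challenged with 10 µM simvastatin during compound exposure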
SIRT5 block: blocks human SIRT5 desuccinylation of peptide | Q9NXA8 | Purified SirT5, succinyl-peptide AMC, trypsin-coupled fluorescence | inhibition, % at 15 µM | hit rate 1.1% among 330,000; in the data active = inhibition above about 15%
Target sequence (Q9NXA8 whole entry, looked up): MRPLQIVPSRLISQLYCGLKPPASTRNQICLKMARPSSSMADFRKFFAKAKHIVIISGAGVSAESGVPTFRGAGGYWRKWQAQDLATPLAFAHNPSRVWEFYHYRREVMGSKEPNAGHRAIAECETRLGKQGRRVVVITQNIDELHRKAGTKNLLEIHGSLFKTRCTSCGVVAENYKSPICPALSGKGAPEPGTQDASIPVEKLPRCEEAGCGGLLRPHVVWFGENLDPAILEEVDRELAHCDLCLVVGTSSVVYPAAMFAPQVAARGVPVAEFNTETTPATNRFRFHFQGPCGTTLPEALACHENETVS
FN deposit inh: fibronectin deposition inhibition; AH1F fibroblasts, Alexa488-fibronectin deposition fluorescence, overnight; inhibition, % at 12.6 µM; hit rate 0.086% among 350,000; AID 743247;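 active = mean inhibition across replicates of 30% or more, regardless of how many single replicates reach that level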;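 note: positive control wells lacked labelled fibronectin entirely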
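Material: AH1F fibroblast monolayer depositing Alexa488-labelled fibronectin into matrix / Amount: 10000 AH1F cells per well / Signal: fluorescence 485/525 nm / Medium: DMEM, 2% serum / Compound: single dose, pinned / Incubation: 1 h cell adhesion before compound, then overnight fibronectin incubation / Reagent: Alexa488-FN, 24 nM final / Read-out: inhibition of fibronectin deposition signal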
S100A4 MyoIIA: blocks human S100A4 binding to myosin IIA peptide; P26447; S100A4/TAMRA-MyoIIA peptide fluorescence polarization; inhibition, % at 10.7 µM; hit rate 0.14% among 360,000;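 active = mean inhibition of at least 70% across replicates, with every replicate also reaching that level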
Target sequence (P26447 whole entry, looked up): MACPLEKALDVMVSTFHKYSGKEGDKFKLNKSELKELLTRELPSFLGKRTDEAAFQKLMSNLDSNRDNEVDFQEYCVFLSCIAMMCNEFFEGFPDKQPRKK
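assay system = human S100A4 monomer with TAMRA-labelled myosin IIA peptide | also added = labelled myosin peptide probe, 5 nM | incubation = 5 min between mix addition and reading | control set = DMSO and TFP controls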
CASP6 VEID inh: inhibitors of human caspase-6; inhibition, % at 12.5 µM; purified caspase-6, Z-VEID-R110 cleavage fluorescence; hit rate 0.53% among 350,000; AID 686996;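 active = mean inhibition across replicates at least about 35%, with every replicate also reaching that limit, limit read from the data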;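 note: 0% = median of neutral control wells and 100% = no fluorescence left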
Target sequence (P55212 24-179 limits assumed): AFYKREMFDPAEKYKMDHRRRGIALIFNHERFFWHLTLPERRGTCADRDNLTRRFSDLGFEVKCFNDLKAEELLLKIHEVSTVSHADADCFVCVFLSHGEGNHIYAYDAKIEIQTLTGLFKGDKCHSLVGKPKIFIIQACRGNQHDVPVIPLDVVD
Target sequence (P55212 194-293 limits assumed): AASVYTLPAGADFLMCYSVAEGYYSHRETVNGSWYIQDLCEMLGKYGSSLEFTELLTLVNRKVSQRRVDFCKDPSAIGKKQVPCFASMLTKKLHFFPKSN
* marks the source's active call; other numbers are inactive results; · = no result given; & = joins results of further samples. Not all compounds are listed (hit frequency here may not be typical).

| SMILES | LGR2 antag | esBAF inh | C2C12 statin | SIRT5 block | FN deposit inh | S100A4 MyoIIA | CASP6 VEID inh |
| --- | --- | --- | --- | --- | --- | --- | --- |
| COc1ccc(CNC(=O)C2CCC(=O)N(CCCN3CCCC3=O)C2)cc1 (stereo not drawn) | 1 | · | · | -2 | 2 | -11 | -3 |
| COc1ccc(NC(=O)Nc2ccc3c(c2)C(=O)N([C@@H](C)CO)C[C@@H](C)[C@H](CN(C)CC2CCCCC2)OCCCC[C@@H](C)O3)cc1 | -21 | 8 | -31 | -3 | · | 1 | -7 |
| COC(CN(C(=O)CCl)C(C(=O)NC1CCCCC1)c1ccc(Cl)cc1)OC (stereo not drawn) | · | -3 | 71* | 6 | 3 | -10 | -1 |
| N#Cc1c(N)nc(SCc2ccccn2)c(C#N)c1-c1cccs1 | 3 | -7 | · | · | 10 | · | · |
| Cc1noc(C)c1NC(=O)N(C)C[C@@H]1Oc2ccc(NC(=O)CCC(F)(F)F)cc2C(=O)N([C@H](C)CO)C[C@H]1C | -2 | 1 | -2 | 14 | · | 28 | -6 |
| CCSc1ccccc1C(=O)Nc1cccc(OC)c1 | · | 15 | 7 | · | 0 | · | · |
| CCCCS(=O)(=O)N1CCCc2nc(C)c(C)cc21 | -13 | · | · | · | -2 | 6 | -3 |
| COc1ccc(N2CCN(CC(=O)NC(=O)NC(C)(C)C)CC2)cc1 | 4 | · | · | 2 | -3 | 0 | 2 |
| COc1ccc(NS(=O)(=O)c2cccc(NC(=O)COc3ccc(OC)cc3)c2)cc1 | 9 | · | · | -4 | 0 | -1 | 5 |
| CCn1c(O)c(N=NC(=O)CNc2ccc(C)cc2)c2ccccc21 | 4 | · | · | -4 | 1 | -1 | -1 |
| COc1ccc(S(=O)(=O)Nc2ccc(F)cc2F)cc1C(=O)N1CCOCC1 | -4 | -2 | 14 | -6 | 5 | 1 | 0 |
| COCC(C)n1c(=O)sc2ccccc2c1=O (stereo not drawn) | 7 | 6 | -3 | -6 | 12 | 36 | 1 |
| O=C(Nc1ccccc1)N1C[C@H]2[C@@H](c3ccccc31)[C@@H](CO)N2Cc1ccccc1Cl | -28 | 11 | -36 | 4 | · | -3 | 0 |
| O=C(COC(=O)CNS(=O)(=O)c1cc(C(F)(F)F)ccc1Cl)NC1CC1 | -6 | -9 | 2 | -4 | -1 | -8 | 0 |
| COc1ccccc1NC(=O)Cn1c(C)nc2c(sc(=S)n2Cc2ccco2)c1=O | -5 | 8 | -16 | -2 | -5 | -2 | 1 |
| O=C(Nc1ccc2c(c1)Cc1cc([N+](=O)[O-])ccc1-2)C(F)(F)F | -40 | 42* | -35 | · | -3 | 4 | -5 |
| O=C(NCc1ccccc1)c1ccc(Cl)nc1 | 2 | · | · | 1 | 10 | 0 | 0 |
| COc1ccc2c(C(=O)NCCCCO)c(-c3ccc(S(C)(=O)=O)cc3)sc2c1 | 4 | -4 | 4 | · | 3 | 6 | -5 |
| CSCCCNC(=S)Nc1cccc(S(=O)(=O)NC2=NCCC2)c1 | 15 | · | · | -1 | 1 | -1 | -1 |
| COCCNC(=O)C1CCC(CNS(=O)(=O)c2c(C)cc(C)cc2C)CC1 (stereo not drawn) | 10 | -2 | -5 | -1 | 2 | -2 | -1 |

| SMILES | LGR2 antag | esBAF inh | C2C12 statin | SIRT5 block | FN deposit inh | S100A4 MyoIIA | CASP6 VEID inh |
| --- | --- | --- | --- | --- | --- | --- | --- |
| C[C@H](CO)N1C[C@H](C)[C@@H](CN(C)Cc2ccc(-c3ccccc3)cc2)Oc2c(NS(=O)(=O)c3cccs3)cccc2C1=O | 9&8 | -14&-3 | 13&-20 | -8 | -7 | 17&4 | -2 |
| C[C@H](CO)N1C[C@H](C)[C@H](CN(C)Cc2ccc(Oc3ccccc3)cc2)Oc2ccc(NC(=O)Nc3ccc(C(F)(F)F)cc3)cc2C1=O | 3 | -5 | -53 | 8 | · | -1 | 0 |
| COc1ccccc1C(=O)Nn1cnnc1 | 11 | -5 | -9 | -4 | 0 | 9 | 0 |
| COc1ccc(N2CCN(S(=O)(=O)c3ccc4c(c3)NC(=O)C(C)S4)CC2)cc1 (stereo not drawn) | -7 | 1 | 28 | 0 | -10 | 2 | -2 |
| C[C@H]1CCCCO[C@H](CN(C)Cc2ccc3c(c2)OCO3)[C@@H](C)CN([C@@H](C)CO)C(=O)c2cc(NS(C)(=O)=O)ccc2O1 | 1 | -1 | -6 | -3 | · | -28 | -5 |
| COc1ccccc1NS(=O)(=O)c1cc(NC(=O)CC(C)(C)C)ccc1N1CCOCC1 | -10 | · | · | -5 | -3 | 66 | 2 |
| Cc1ccc(S(=O)(=O)NCc2c(-c3ccccc3)noc2C)cc1 | 4 | · | · | -1 | 1 | -1 | 0 |
| CCCCCCCCNS(=O)(=O)CCNCCc1ccccc1 | -19 | -8 | -6 | 2 | 0 | 0 | 0 |
| COc1cc(/C=C2\SC(=S)N(NC(=O)c3cccnc3)C2=O)ccc1O | 2 | · | · | 3 | 0 | 0 | 5 |
| Cc1[nH]c(=O)[nH]c(=O)c1S(=O)(=O)N1CCC(C(=O)N2CCN(c3cccc(C(F)(F)F)c3)CC2)CC1 | 6 | · | · | -5 | -2 | -1 | 0 |
| CCCN1C[C@@H](C)[C@@H](OC)CN(C)C(=O)c2ccc(NC(=O)c3ccccc3)cc2OC[C@H]1C | 5 | 1 | 2 | -9 | -18 | 12 | · |
| COCCn1c(=NC(=O)CCS(=O)(=O)c2ccccc2)sc2cc(F)ccc21 | 0 | -6 | -3 | -4 | 4 | 13 | 3 |
| O=C(NCCN1CCc2ccccc2C1)Nc1ccc(F)cc1 | -8 | 2 | 2 | -1 | 1 | 1 | -1 |
| CC(C)C[C@H](NC(=O)N1CCn2c1nc1ccccc12)C(=O)N[C@H](Cc1ccccc1)C(=O)O | 16 | -2 | 8 | 7 | · | 0 | -2 |
| CCOC(=O)C1CCN(C(=O)c2cc3c(=O)n4ccccc4nc3s2)CC1 | -8 | · | · | -27 | · | 1 | -1 |
| CCCNC(=O)N[C@@H]1CC[C@@H](CCn2cc(C3CCCCC3)nn2)O[C@H]1CO | -10 | -1 | -4 | 0 | -6 | -6 | 1 |
| COc1ccccc1CNC(=O)C[C@@H]1CC[C@@H]2[C@@H](COc3ccc(NS(=O)(=O)c4ccc(C)cc4)cc3C(=O)N2C)O1 | -12 | -12 | -6 | 1 | 5 | -1 | 3 |
| Cc1ccc(S(=O)(=O)Nc2ccc3c(c2)C(=O)N([C@@H](C)CO)C[C@H](C)[C@@H](CN(C)Cc2ccc(C(=O)Nc4ccccc4N)cc2)OCCCC[C@@H](C)O3)cc1 | -2 | · | · | 6 | 13 | -1 | 2 |
| COc1ccc(C2=NS(=O)(=O)N(C)C(C(=O)N3CCCCC3C)=C2)cc1 (stereo not drawn) | -2 | 10 | -11 | 2 | -5 | -7 | -1 |
| CCOC(=O)c1c(C)c(C(=O)N2CCN(C(=O)c3ccco3)CC2)c(C)n1C | -3 | 6 | 4 | 1 | · | 19 | 0 |

| SMILES | LGR2 antag | esBAF inh | C2C12 statin | SIRT5 block | FN deposit inh | S100A4 MyoIIA | CASP6 VEID inh |
| --- | --- | --- | --- | --- | --- | --- | --- |
| CC(=O)NC1=CC(=C[N+](=O)[O-])C=C1O | -13 | · | · | 0 | · | -15 | 2 |
| CC(C)NC(=O)N(C)C[C@@H]1OCCCC[C@H](C)Oc2ccc(NS(=O)(=O)c3ccccc3)cc2C(=O)N([C@@H](C)CO)C[C@@H]1C | 10 | -2 | · | -1 | · | 9 | 0 |
| C=CCN1CCc2cc(O)c(O)cc2C(c2ccccc2)C1 (stereo not drawn) | -18 | -2 | -1 | -3 | -9 | 11 | · |
| CN(C)c1cccc(O)c1 | 3 | 6 | 0 | · | · | 57 | 0 |
| O=S1(=O)N[C@H](c2ccccc2)COc2cc(Br)ccc21 | 2 | · | · | -2 | -3 | -7 | 0 |
| O=C(C[C@@H]1CC[C@H](NC(=O)C2CC2)[C@@H](CO)O1)NCc1ccccc1Cl | -3 | 3 | 3 | -1 | -17 | 4 | -1 |
| CCOC(=O)CCCCCC(=O)Nc1ccc2c(c1)CC(=O)N([C@@H](C)CO)C[C@@H](C)[C@@H](CN(C)C(=O)Nc1ccc(C(F)(F)F)cc1)O2 | 7 | -1 | 7 | · | -4 | 2 | 0 |
| CN(C)CC(=O)N1CC2(C1)[C@@H](c1ccccc1)[C@@H](CO)N2C(=O)C1CC1 | 18 | · | · | -7 | 0 | 53 | 3 |
| COc1ccccc1-c1ccc2c(c1)[C@H]1[C@H](CCN1S(=O)(=O)c1ccc(C)cc1)[C@@H](CO)N2 | -4 | -1 | 4 | 3 | -7 | 0 | -1 |
| COc1ccccc1S(=O)(=O)N[C@H]1CC[C@@H](CCn2cc(C3CCCC3)nn2)O[C@H]1CO | 3 | · | · | 3 | 3 | -40 | -3 |
| Nc1c(C(=O)O)cnn1-c1ccc([N+](=O)[O-])cc1 | -3 | · | · | -6 | -14 | -4 | -2 |
| COc1ccc2c3c(n(C)c2c1)[C@H](CO)N(C(C)=O)CC31CN(C(=O)C2CCOCC2)C1 | -4 | · | · | -3 | · | -30 | 1 |
| O=C(NC[C@@H]1[C@@H](c2ccccc2)[C@@H](CO)N1Cc1cccnc1)C1CCCCC1 | 24 | · | · | 0 | · | -13 | 0 |
| O=C(NC(=S)NNC(=O)c1ccc(Cl)cc1Cl)c1cccnc1 | -5 | -2 | -15 | · | 12 | · | · |
| O=C(C[C@H]1C=C[C@H](NC(=O)C2CC2)[C@H](CO)O1)Nc1ccccc1 | 15 | 3 | -6 | 1 | · | 0 | 1 |
| O=C(NCCC1=CCCCC1)C(=O)NCC(c1ccco1)N1CCN(c2ccc(F)cc2)CC1 (stereo not drawn) | -9 | -5 | -32 | · | · | · | · |
| CC(=O)NC(=O)NC1CSCC1OC(C)=O (stereo not drawn) | · | -1 | 8 | · | 4 | · | · |
| CC(=O)NN1C(=O)/C(=C/c2ccc(Br)o2)SC1=S | -9 | -6 | 12 | · | · | · | · |
| C[C@@H]1CCCCO[C@@H](CN(C)S(=O)(=O)c2ccccc2)[C@H](C)CN([C@@H](C)CO)C(=O)c2cc(NC(=O)Nc3ccccc3)ccc2O1 | 6 | 5 | · | 6 | -5 | -6 | 0 |
| CC(=O)c1ccc(Nc2cc(C)nc3c(C)cc(C)cc23)cc1 | 99* | · | · | -2 | 1 | -4 | 3 |

| SMILES | LGR2 antag | esBAF inh | C2C12 statin | SIRT5 block | FN deposit inh | S100A4 MyoIIA | CASP6 VEID inh |
| --- | --- | --- | --- | --- | --- | --- | --- |
| COc1cc(C(=O)NCCC(=O)NCCN2CCCCCC2)cc(OC)c1OC | 10 | 3 | 12 | · | 5 | · | · |
| O=C(COC(=O)/C=C/c1ccco1)NCc1ccc(Cl)cc1Cl | 4 | -7 | -1 | -2 | -3 | 5 | 18 |
| CCCn1c(SCC(=O)N2CCc3ccccc32)nnc1-c1ccco1 | · | -2 | 8 | · | 1 | · | · |
| COCCN(Cc1ccc(OC)cc1)c1c(C)nc2ccc(C(=O)Nc3ccc(NC(C)=O)cc3)cn12 | 18 | 6 | -3 | -1 | 2 | 0 | -2 |
| C[C@@H]1CN([C@@H](C)CO)C(=O)c2cccc(NC(=O)c3nc4ccccc4s3)c2O[C@@H]1CN(C)S(=O)(=O)c1ccc(F)cc1 | 10 | -2 | 19 | 9 | · | -19 | -1 |
| CSCCC(NC(=O)c1ccccc1Br)C(=O)N1CCN(C(C)=O)CC1 (stereo not drawn) | -2 | 2 | 2 | -3 | -8 | -1 | -105 |
| C#CCOc1ccc(C2C3=C(CCCC3=O)N(CC(=O)O)C3=C2C(=O)CCC3)cc1Br | 0 | -1 | 7 | -23 | 4 | -2 | 34 |

From PubChem
